# Source: PubChem
# FXIIa inh: blocks human coagulation factor XIIa protease activity; purified FXIIa, Boc-QGR-AMC fluorogenic substrate, 2 h; inhibition, % at 5 µM; 220,000 tested, 0.3% active; AID 800; in the data active = inhibition above about 40%;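 note: 0% = enzyme with no compound and 100% = blank without enzyme; many of its hits are not listed in these tables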
# Target sequence (P00748 20-372 limits assumed): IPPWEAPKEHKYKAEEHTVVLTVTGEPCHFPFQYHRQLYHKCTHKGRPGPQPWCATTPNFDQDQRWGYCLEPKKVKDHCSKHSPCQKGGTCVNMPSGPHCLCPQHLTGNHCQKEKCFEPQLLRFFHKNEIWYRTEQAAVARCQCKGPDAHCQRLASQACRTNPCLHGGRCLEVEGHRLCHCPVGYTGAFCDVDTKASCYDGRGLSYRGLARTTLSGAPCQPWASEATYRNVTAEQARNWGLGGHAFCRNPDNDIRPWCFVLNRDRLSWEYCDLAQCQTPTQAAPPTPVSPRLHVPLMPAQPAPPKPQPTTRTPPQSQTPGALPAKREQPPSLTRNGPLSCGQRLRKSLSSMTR
# Target sequence (P00748 373-615 limits assumed): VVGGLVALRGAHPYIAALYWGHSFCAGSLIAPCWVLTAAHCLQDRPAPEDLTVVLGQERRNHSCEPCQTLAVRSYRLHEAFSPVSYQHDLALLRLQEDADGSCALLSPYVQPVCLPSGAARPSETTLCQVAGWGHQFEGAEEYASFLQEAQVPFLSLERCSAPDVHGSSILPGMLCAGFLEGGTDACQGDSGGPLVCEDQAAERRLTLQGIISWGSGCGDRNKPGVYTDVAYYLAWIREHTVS
# Thrombin inh: thrombin (human) inhibition; 220,000 tested, 0.26% active; AID 1046; inhibition, % at 5 µM; P00734; alpha-thrombin, Boc-VPR-AMC fluorogenic substrate cleavage;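 active = inhibition at or above 40%; inactive = inhibition below 40%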;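 note: 0% = enzyme with no compound and 100% = wells without enzyme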
#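 Test system: human alpha-thrombin; medium: pH 7.5 Tris-saline with Tween 20; times: reaction at room temperature; signal: AMC fluorescence at 355 nm excitation and 460 nm emission; also added: Boc-VPR-AMC substrate, 15 µM final; dosing: one concentration per compound, 5 µM, with 0.2% DMSO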
# PERK inh: human PERK inhibition, primary cell-based screen; Q9NZJ5; CHO PERK-DD fusion, SEAP luminescence translation reporter; inhibition, % at 5.6 µM; 220,000 tested, 0.17% active; AID 1416;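 active = inhibition above the mean inhibition of all tested compounds plus 3 SD, set separately per screening campaign, cut at about 2.9% in these data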;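 note: PERK kinase domain activated by AP20187 dimerizer at 100 nM; 0% = DMSO with dimerizer and 100% = rapamycin at 8.4 µM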
# Cl transport mod: modulators of human KCC2 chloride dependent transport | Q9H2X9 | KCC2 cells, thallium flux FluoZin-2 fluorescence | B-score of Tl+ flux slope (higher = more flux/activation; lower = inhibition) at 10 µM | 190,000 tested, 2.2% active | AID 1456;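 active = thallium flux slope and its plate-corrected score both differing from the plate sample mean at a set confidence after two filtering rounds, in either direction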;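 note: slope of fluorescence scaled to starting intensity during 10 to 20 s after thallium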
# Rad51 HR inh: Rad51 (human) homologous recombination inhibition; Q06609; hRad51 DNA strand exchange, fluorescence dequenching; inhibition, % at 10 µM; 200,000 tested, 0.085% active; AID 1385;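 active = inhibition above 40% at the single screening dose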;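 note: 0% = DMSO control wells and 100% = blanks with heterologous ssDNA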
#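 Material: Human Rad51 nucleoprotein filaments preassembled on unlabelled ssDNA | Also added: Labelled 47-mer dsDNA for strand exchange | Dosing: Single dose, 10 µM final compound | Schedule: 30-min compound preincubation and 15-min exchange, both room temperature | Technique: Fluorescence dequenching at 485/520 nm | Measure: Percent inhibition relative to plate controls and blanks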
# hK5 inh: kallikrein 5 (human) inhibition; recombinant hK5, fluorogenic AMC substrate cleavage; inhibition, % at 5 µM; Q9Y337; AID 873; 210,000 tested, 0.59% active;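 active = inhibition of 40% or more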;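 note: 0% = enzyme controls without compound and 100% = no-enzyme blanks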
# Furin inh: blocks human furin protease activity. P09958. purified furin, fluorogenic substrate cleavage. inhibition, % at 30 µM. 220,000 tested, 0.061% active; in the data active = inhibition above about 25%; note: inactives centre near -15
# Calpain2 inh: blocks pig calpain II enzyme activity; purified calpain II, fluorogenic peptide substrate, 30 min; inhibition, % at 16 µM; 220,000 tested, 0.37% active; AID 1236;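 active = inhibition above about 50%, limit read from the data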
# FXIa inh: blocks human coagulation factor XIa protease activity; P03951; purified FXIa, Boc-Glu-Ala-Arg-AMC fluorogenic substrate; inhibition, % at 5 µM; 220,000 tested, 0.14% active; AID 798;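 active = inhibition of at least 40%; inactive = inhibition below 40%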;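 note: fluorescence of freed AMC excited at 355 nm; 0% = enzyme without compound and 100% = no enzyme blank; many of its hits are not listed in these tables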
# Active calls of the source: *; nt = not tested or not shown; [ ] = dose if it differs, or a comment. This is a subset, so the mix of outcomes need not match the whole.
SMILES,FXIIa inh,Thrombin inh,PERK inh,Cl transport mod,Rad51 HR inh,hK5 inh,Furin inh,Calpain2 inh,FXIa inh
CNCc1ccccc1OCC(=O)Nc1ccccc1,4.7,-5.6,-0.6,nt,-4.8,1.6,-21.2[20 µM],-41.6,-7.0
Cc1cc(OC(=O)c2ccc(Cl)cc2)cc(=O)n1C,30.1,0.3,1.1,nt,nt,5.2,-25.2[20 µM],18.3,33.8
CC(=O)c1sc(NC(=O)c2ccc(Cl)cc2)nc1C,9.7,2.6,1.2,nt,-6.7,1.2,-14.6,8.2,2.1
CCOC(=O)CSc1nc(C(C)(C)C)cc(C(F)(F)F)c1C#N,8.5,5.3,-1.2,nt,-6.9,-16.8,-23.1[20 µM],-5.3,4.9
CCN(CC)CC(=O)NN(Cc1ccccc1)c1ccccc1,13.6,2.8,-0.1,-1.13,9.8,3.1,-29.0,-10.2,3.4
c1ccc(C2CC3CC(c4ccccc4)N2O3)cc1 (stereo not drawn),15.8,5.6,0.2,-1.27,-18.2,0.7,-16.5[20 µM],-3.0,5.8
C=CCn1cc(C(=O)OCC)c(=O)c2ccc(F)cc21,-0.1,1.4,1.0,0.128,-3.5,-9.0,-19.8,8.6,-3.4
O=S(=O)(CCc1nc2ccccc2o1)c1ccc(Cl)cc1,12.2,-2.4,0.4,-2.53,-4.0,-12.8,1.8[20 µM],-48.9,5.1
COc1cc(C2C3=C(CC(C)(C)CC3=O)OC3=C2C(=O)CC(C)(C)C3)cc([N+](=O)[O-])c1O,5.7,-2.5,-0.5,0.0593,-0.3,-3.9,-17.2,-1.5,-3.6
Cc1[nH]c(C)c2c(=O)n(-c3ccccc3)ncc12,9.6,3.1,-0.2,-0.0136,-4.6,-5.6,-8.5,0.3,5.9
CCOC(=O)c1c(NC(=O)CSc2nnc(CNc3ccc(F)cc3)o2)sc(C(C)=O)c1C,19.2,4.2,0.3,nt,-6.9,18.3,-14.5,-33.3,5.0
O=C(Nc1cccc(S(=O)(=O)Nc2ccc(Cl)cc2)c1)c1ccc2c(c1)OCCO2,5.4,-14.0,-0.1,-0.779,11.3,-6.5,-13.3,-54.6,-0.9
CCN(CCCNC(=O)CC(C(=O)N1CCc2ccccc21)n1ccnc1)c1ccccc1 (stereo not drawn),7.8,-5.4,-2.3,-3.99,0.5,6.7,-0.3,-9.4,-6.6
CCCCn1c(N)c(N2CCOCC2)c(=O)n(CC(=O)NCCc2ccccc2)c1=O,4.4,-3.5,0.5,-0.0748,-8.2,-5.9,-19.2,2.6,1.8
CC(C)CN(C(=O)CN1CCN(c2ccc(F)cc2)CC1)c1c(N)n(CC(C)C)c(=O)[nH]c1=O,-0.5,-9.3,1.4,0.675,-11.2,12.7,-7.6,10.9,-5.4
COCCN(C(=S)Nc1c(C)cccc1C)C(C)c1cccs1 (stereo not drawn),10.2,1.8,0.0,-0.00758,13.4,0.6,-28.3,-12.8,-1.1
O=C(O)C1CSC(c2ccc(O)c([N+](=O)[O-])c2)N1 (stereo not drawn),11.5,4.4,0.3,nt,-5.7,3.0,-13.6,14.9,8.1
COc1ccc(-c2ccc(SCC(=O)N3CCOCC3)nn2)cc1,-1.6,-3.5,0.1,0.0143,-2.3,6.2,-23.7,12.5,-6.1
CCc1cc(OCCCCNCc2ccccc2)ccc1Cl,7.7,-6.8,-0.4,0.241,6.7,-18.1,-13.1,-6.4,2.2
CCC1(c2cccc(Cl)c2)NC(=O)N(Cc2cc(C(=O)OC)c(C)o2)C1=O (stereo not drawn),2.5,-1.0,-1.7,-0.611,-9.3,-23.1,-12.2,-42.3,-6.5
O=C(Nc1ccc(F)cc1)c1cn(-c2ccccc2)nc1-c1ccncc1,16.0,2.8,0.3,0.0915,6.5,6.1,-13.6[20 µM],-19.8,6.8
CCCCc1ccc(S(=O)(=O)NCCc2ccncc2)cc1,10.6,-2.0,-0.4,nt,21.6,-10.5,-6.6[20 µM],15.3,0.9
CN=C1c2c(-c3ccccc3)c3cc(OC)ccc3n2CCN1C,23.1,23.9,-0.3,nt,3.2,35.4,-19.5[20 µM],-197.5,16.2
COc1cc2nc(CSc3ncn[nH]3)[nH]c(=O)c2cc1OC,8.0,-7.1,1.2,2.03,18.6,-7.4,-13.7,-11.2,-1.1
O=C(CSc1nc2cc(Cl)ccc2s1)NC1CCCc2ccccc21 (stereo not drawn),8.8,-2.4,0.7,-0.201,-6.5,-19.8,-17.0,1.3,7.7
Cc1ccc(C(=O)NC(=C(Cl)Cl)S(=O)(=O)c2ccc(C)cc2)cc1,14.4,2.3,0.8,-0.109,nt,-4.3,-25.3,-5.6,11.5
CCOC(=O)N1CCN(C(=O)c2ccc(CN(c3ccccc3)S(C)(=O)=O)cc2)CC1,-5.5,-5.0,-0.1,nt,-3.1,-21.7,-23.1,0.6,-10.1
O=S1(=O)CC2SC(=S)N(c3ccccc3)C2C1 (stereo not drawn),3.7,-0.6,0.7,-0.0494,7.8,2.6,-18.1,-21.0,1.8

# Profiles, quoted from the list. Order of values: FXIIa inh	Thrombin inh	PERK inh	Cl transport mod	Rad51 HR inh	hK5 inh	Furin inh	Calpain2 inh	FXIa inh
# CCOC(=O)CSc1nc(C(C)(C)C)cc(C(F)(F)F)c1C#N reads 8.5	5.3	-1.2	nt	-6.9	-16.8	-23.1[20 µM]	-5.3	4.9
# O=S1(=O)CC2SC(=S)N(c3ccccc3)C2C1 (stereo not drawn) reads 3.7	-0.6	0.7	-0.0494	7.8	2.6	-18.1	-21.0	1.8
# CN=C1c2c(-c3ccccc3)c3cc(OC)ccc3n2CCN1C reads 23.1	23.9	-0.3	nt	3.2	35.4	-19.5[20 µM]	-197.5	16.2
# COc1ccc(-c2ccc(SCC(=O)N3CCOCC3)nn2)cc1 reads -1.6	-3.5	0.1	0.0143	-2.3	6.2	-23.7	12.5	-6.1
# CCN(CCCNC(=O)CC(C(=O)N1CCc2ccccc21)n1ccnc1)c1ccccc1 (stereo not drawn) reads 7.8	-5.4	-2.3	-3.99	0.5	6.7	-0.3	-9.4	-6.6
